CHT block = inhibits the human high affinity choline transporter; B-score at 10 µM; Q9GZV3; 310,000 compounds, 0.86% hits; CHT-expressing cells, membrane potential dye, choline response; hits give low values;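 active = B-score over 3 SD under the library average, and starting fluorescence ratio not unusually high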;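 also: choline stimulus applied at its EC90 after an EC20 pre-addition; B-score computed on integrated fluorescence ratio after choline addition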
KCNQ2 inh = KCNQ2 channel blockers in CHO-K1 cells – cell-based, FluxOR thallium flux, B-score, primary screen (AID 2156); B-score at 10 µM; O88943; 310,000 compounds, 1.1% hits; 20 min; hits give low values;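 active = fluorescence ratio B-score at most minus 3 library SDs, with starting brightness B-score within 2 library SDs, cut at about -5.5 in these data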
Target sequence (O88943 whole entry, looked up): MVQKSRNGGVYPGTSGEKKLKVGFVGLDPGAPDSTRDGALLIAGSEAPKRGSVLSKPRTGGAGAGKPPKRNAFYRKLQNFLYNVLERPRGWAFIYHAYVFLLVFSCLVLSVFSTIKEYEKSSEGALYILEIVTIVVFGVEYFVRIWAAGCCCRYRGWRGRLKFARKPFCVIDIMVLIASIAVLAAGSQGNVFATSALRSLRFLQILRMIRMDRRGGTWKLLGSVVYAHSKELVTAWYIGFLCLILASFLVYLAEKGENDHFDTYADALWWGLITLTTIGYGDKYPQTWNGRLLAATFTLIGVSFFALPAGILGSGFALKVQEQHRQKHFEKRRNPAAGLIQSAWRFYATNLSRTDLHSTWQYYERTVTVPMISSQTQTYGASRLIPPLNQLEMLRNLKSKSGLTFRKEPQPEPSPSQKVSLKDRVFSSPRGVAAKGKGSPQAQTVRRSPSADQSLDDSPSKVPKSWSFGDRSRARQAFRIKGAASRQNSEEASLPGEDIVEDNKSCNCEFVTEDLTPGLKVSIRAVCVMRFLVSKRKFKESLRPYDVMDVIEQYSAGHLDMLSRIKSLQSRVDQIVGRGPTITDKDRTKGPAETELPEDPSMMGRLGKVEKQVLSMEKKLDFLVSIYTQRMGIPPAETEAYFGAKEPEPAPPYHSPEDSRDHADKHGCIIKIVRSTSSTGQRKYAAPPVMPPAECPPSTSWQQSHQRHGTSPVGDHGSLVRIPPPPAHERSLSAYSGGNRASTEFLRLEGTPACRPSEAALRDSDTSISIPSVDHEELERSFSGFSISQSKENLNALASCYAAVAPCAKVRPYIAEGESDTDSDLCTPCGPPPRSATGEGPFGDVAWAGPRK
Kir21 inh = inhibitors of mouse Kir2.1 inward-rectifier potassium channel. P35561. HEK293-Kir2.1, FluxOR thallium flux fluorescence; hits give low values. B-score at 10 µM. 310,000 compounds, 0.85% hits. AID 1672;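 active = fluorescence ratio B-score at or below minus 3 SD of library scores, with starting-brightness B-score within 2 SD, cut at about -4.2 in these data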;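 also: channel flux triggered by added potassium and thallium sulfate stimulus; B-score of peak minus minimum fluorescence over baseline after thallium stimulus; more negative B-score means stronger Kir2.1 block with less thallium influx; some compounds called inactive have numbers as strong as hits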
The depositor's hits bear a star; i = inactive; . = no result given.

Order of results – CHT block	KCNQ2 inh	Kir21 inh
> CCn1cnc2cc(NCc3cccc(OC)c3O)ccc21
→ i	i	1.8
> Cc1nnsc1-c1nnc(SCC(=O)c2ccc(C#N)cc2)n1C1CC1
→ i	i	-1.6
> CCCCCC(=O)Nc1ccc(S(=O)(=O)Nc2nccc(C)n2)cc1
→ i	i	-0.23
> Oc1ccc(/C=N/Nc2ncnc3c2ncn3Cc2ccccc2)cc1O
→ i	i	-0.77
> Cc1nc(SCc2cccc(Oc3ccccc3)c2)n[nH]1
→ i	i	-2.8
> Cn1c(/C=C/c2ccccc2)nc2ccccc2c1=O
→ i	i	-2.1
> COCCCn1cc(C(=O)c2cc(Br)ccc2O)cc(C#N)c1=O
→ i	i	1.3
> Cc1nc(-c2nc(-c3c(C(=O)NN)noc3C)cs2)cs1
→ i	i	0.98
> CCCC1Cc2nc(N3CCCCC3)c(C#N)cc2CO1 (stereo unspecified)
→ i	i	1.1
> Cc1ccc(CNC(=O)Cc2ccc(-n3cccc3)cc2)cc1
→ i	i	-0.62
> COC(=O)c1c(C)[nH]c(C)c1C(C)=O
→ i	i	-0.18
> Cc1cccc(NCc2nc3ccccc3n2C)c1
→ i	i	1.4
> COc1ccc2[nH]c3c(NCCC4=CCCCC4)ncnc3c2c1
→ .	-9.1*	0.67
> S=C(NCCNC(=S)Nc1ccccc1Cl)Nc1ccccc1Cl
→ i	i	0.5
> CCOC(=O)C1CCN(C(=O)c2cccc(S(=O)(=O)Nc3ccc(C)cc3C)c2)CC1
→ i	i	0.14
> Cc1nn(-c2ccccc2)c2c1c(C)c(CCC(=O)N1CCOCC1)c(=O)n2C
→ i	i	-1.4
> CCOC(=O)c1csc(NC(=O)CN2CCCCC2)n1
→ i	i	-1
> O=C(Cn1cnc2cc([N+](=O)[O-])ccc2c1=O)Nc1ccc2c(c1)CCC2
→ i	i	-0.55
> Cc1ccc(-c2cc(-c3ccccc3)nc(N/N=C/c3cccnc3)n2)cc1
→ i	i	1
> Cn1c(C(=O)OC(C(=O)NC(C)(C)C)c2cccnc2)cc2sccc21 (stereo unspecified)
→ i	i	1.1
> NNC(=O)c1ccccc1CO
→ i	i	-0.84
> CCOC(=O)c1cnn(-c2ncnc3sc4c(c23)CCC4)c1N
→ i	i	-0.68
> COc1ccc(C(=O)OCC2CC(c3ccccc3)=NO2)cc1OC (stereo unspecified)
→ i	i	1.3
> Cc1cccc(C)c1NC(=O)C1C2C=CC(C2)C1C(=O)O (stereo unspecified)
→ i	i	0.02
> CCN(CC)CCn1c(O)c(N=O)c2ccccc21
→ i	i	-2.8
> O=C(NCC(c1cccnc1)N1CCN(c2ccc(F)cc2)CC1)OCc1ccccc1 (stereo unspecified)
→ i	i	-1.3
> Cc1nc(C)c(-c2ccc(SCc3ccc([N+](=O)[O-])cc3)nn2)s1
→ i	i	-0.4
> CCOC(=O)c1c(C)[nH]c(C)c1C(=O)CSc1nc2ccccc2c(=O)n1-c1ccc(C)cc1
→ i	i	0
> CCOc1nc(C)nc(NC(=O)NS(=O)(=O)c2ccccc2Cl)n1
→ i	i	1.4
> Cc1ccc2nc(COc3ccc(N(C)S(=O)(=O)c4ccccc4)cc3)cc(=O)n2c1
→ i	i	1

Part of the list above, as labelled records.
molecule: Cc1nc(-c2nc(-c3c(C(=O)NN)noc3C)cs2)cs1
  CHT block: i	KCNQ2 inh: i	Kir21 inh: 0.98

molecule: CCCC1Cc2nc(N3CCCCC3)c(C#N)cc2CO1 (stereo unspecified)
  CHT block: i	KCNQ2 inh: i	Kir21 inh: 1.1

molecule: Cc1ccc(CNC(=O)Cc2ccc(-n3cccc3)cc2)cc1
  CHT block: i	KCNQ2 inh: i	Kir21 inh: -0.62

molecule: COC(=O)c1c(C)[nH]c(C)c1C(C)=O
  CHT block: i	KCNQ2 inh: i	Kir21 inh: -0.18

Next section:
Order of results – CHT block	KCNQ2 inh	Kir21 inh
> CC(C)n1c(-c2ccccc2)nc(=S)c2c1CCCC2
→ i	i	2.4
> O=C(NNC(=O)c1cc(-c2cccc(Br)c2)nc2ccccc12)c1csc(N2CCOCC2)n1
→ i	i	-0.08
> CCc1cc(Cn2nc(-c3ccccc3)cc2C(=O)NCc2ccccc2OC)on1
→ i	i	1.7
> O=C(NC1CCCC1)c1csc2c1CCCC2
→ i	i	0.43
> CCOC(=O)C(=CNc1cc(C)ccn1)C(=O)OCC
→ i	i	0.9
> COc1ccccc1-c1nnc(SCC(=O)Nc2ccccc2)o1
→ i	i	-0.6
> N#CCc1nn(-c2ccccc2)c(N)c1C#N
→ i	i	0.12
> O=S(=O)(NCC1CCCO1)c1ccc(Cl)nc1 (stereo unspecified)
→ i	i	-0.39
> COC(=O)C1=C(CS(=O)(=O)c2ccccc2)NC(=O)NC1c1ccc(O)cc1 (stereo unspecified)
→ i	i	-1.8
> COc1cccc(NC(=O)N2CCCC2C(=O)NC2CCCCC2)c1 (stereo unspecified)
→ i	i	0.54
> CC(C)(C)c1ccc(S(=O)(=O)N2CC(C(=O)O)Oc3ccc(Cl)cc32)cc1 (stereo unspecified)
→ i	i	0.51
> CCOCCCNC(=O)c1ccc2c(=O)n(Cc3ccc(OC)cc3)c(=O)[nH]c2c1
→ i	i	-1.3
> CC(C)OCCCNC(=O)c1ccc(CS(=O)(=O)c2cccc(C(F)(F)F)c2)o1
→ i	i	-0.06
> CC1(C)Oc2ccc3ccc(=O)oc3c2/C(=C/NNC(N)=O)C1=O
→ i	i	0.15
> COc1cc(C(=O)OCC#N)ccc1OCc1c(C)noc1C
→ i	i	-0.86
> Cc1ccc(C2=NOC(C)(c3nnc(-c4ccccc4)o3)C2)cc1 (stereo unspecified)
→ i	i	0.15
> O=[N+]([O-])c1ccc(OCCn2cncn2)cc1
→ i	i	-0.93
> CSS(=O)(=O)c1cccc2cccnc12
→ i	i	-0.06
> O=c1nc(N2CCOCC2)ccn1-c1nc(-c2ccccc2)sc1-c1ccccc1
→ i	i	0.59
> CC(C)[C@H](NC(=O)N1CC(=O)Nc2ccccc21)C(=O)N[C@H](C(=O)O)c1ccccc1
→ i	i	-0.47
> NS(=O)(=O)c1ccc(CCNC(=O)c2cnc(Cl)c(Cl)c2)cc1
→ i	i	0.36
> O=C(CSc1nnnn1-c1cccc2c1CCCC2)N1CCCCC1
→ i	i	-4.3*
> COc1ccc(NC(=S)N(CCc2c(C)[nH]c3ccc(C)cc23)Cc2cccnc2)cc1
→ i	i	-0.13
> CC(C)Cc1nnc(NC(=O)CCC(=O)NC2CC2)s1
→ i	i	0.03
> Cc1cccc(NC(=O)Nc2cccc(Oc3c(F)c(F)c(F)c(F)c3F)c2)c1
→ i	i	1.1
> CC(C)C(=O)Nc1nnc(S(=O)(=O)N2CCc3ccccc32)s1
→ i	i	1.6
> CSC1=NC(C)(C)C=C(/C=C/c2ccc(Cl)cc2)N1
→ i	i	2.5
> CCN(C(=O)CSc1ncccn1)C1CCS(=O)(=O)C1 (stereo unspecified)
→ i	i	1.1
> Cc1cccc(OCc2nnc(SCC(=O)O)n2-c2ccccc2)c1
→ i	i	1.8
> Cc1cc(Oc2ccc(Cl)cc2)nc(-c2ccccc2O)n1
→ i	i	-1.2
> Cc1ccc(S(=O)(=O)CCC(=O)OC(C)C(=O)NC2CCCCC2C)cc1 (stereo unspecified)
→ i	i	-1.7
> CCCCCNC1=CC(=O)CC(c2ccccc2)C1 (stereo unspecified)
→ i	i	-1.1
> COc1ccc(-n2ncc3c(NCc4ccc5c(c4)OCO5)ncnc32)cc1
→ i	i	0.84
> Cc1cc(=O)n2cc(-c3ccccc3)nc2[nH]1
→ i	i	1.8
> O=C(O)c1sccc1Oc1ccc(F)cc1[N+](=O)[O-]
→ i	i	-0.29
> CCN(Cc1ccccc1)S(=O)(=O)c1ccc(OC)cc1
→ i	i	-1.4
> CNC(=O)c1cc2c(s1)CCCCCC2
→ i	i	1.3
> CCOc1ccc(OCC)c(NC(=O)CSCCc2ccccn2)c1
→ i	i	0.35
> CCOc1ccccc1N1CCN(C(=O)NC(C)c2ccc(F)c(F)c2)CC1 (stereo unspecified)
→ i	i	-0.02
> CCCc1nnc(NC(=O)CN2C(=O)C3C4C=CC(C4)C3C2=O)s1 (stereo unspecified)
→ i	i	-0.15
> CCOC(=O)c1ccc(NC(=O)CCc2c(C)nc3ncnn3c2C)cc1
→ i	i	1
> Cc1ccc(C(=O)NC(=S)Nc2ccc(S(=O)(=O)N3CCN(C)CC3)cc2)cc1
→ i	i	1.3
> CCC1=NN(C(=O)c2cccc([N+](=O)[O-])c2)C(O)(c2ccc(C)cc2)C1 (stereo unspecified)
→ i	i	-0.87
> CN(C(=O)CSc1nnc(-c2ccccc2)c(-c2ccccc2)n1)C1CCS(=O)(=O)C1 (stereo unspecified)
→ i	i	0.66
> CN(C)CCCNC1=CC(=O)CC(c2ccccc2)C1 (stereo unspecified)
→ i	i	-3.2
> O=C(CN(CC1CCCO1)S(=O)(=O)c1ccc(S(=O)(=O)NC2CC2)cc1)Nc1ccccc1 (stereo unspecified)
→ i	i	-0.62
> Cc1cc(C)c(OCC(=O)N(Cc2ccc(N(C)C)cc2)C2CCS(=O)(=O)C2)c(C)c1 (stereo unspecified)
→ i	i	0.65
> C=CCn1c(=O)c2c(nc(Br)n2Cc2ccccc2Cl)n(C)c1=O
→ i	i	1.9
> O=C(C(c1ccccc1)c1ccccc1)N1CCCc2ccccc21
→ i	i	-1.3
> CCN(CC)S(=O)(=O)c1cccc(NC2=NCC(C)S2)c1 (stereo unspecified)
→ i	i	-0.15
> CCC(C(=O)NC1CCCC1)n1nc(C)n2c(cc3occc32)c1=O (stereo unspecified)
→ i	i	0.94
> CC1Cc2cc(/C(O)=C3/C(=O)C(=O)N(CCN4CCOCC4)C3c3cccc(Cl)c3)ccc2O1 (stereo unspecified)
→ i	i	0.36
> O=C1CN(c2ccc(Br)cc2)C(=O)N1CC(=O)N1CCCc2ccccc21
→ i	i	-1.4
> O=C(NCC(c1ccco1)N1CCc2ccccc2C1)c1ccccc1 (stereo unspecified)
→ i	i	-0.52
> O=C(Nc1cccnc1)Nc1cccc(F)c1
→ i	i	-3.1
> CCOC(=O)Nc1sc2c(c1C(N)=O)CCC(C)C2 (stereo unspecified)
→ i	i	-0.22
> N#CCCN1CCN(C(=O)c2c(N)no[n+]2[O-])CC1
→ i	i	-0.96
> Cc1cc(C)c(S(=O)(=O)Nc2ccccc2-c2ccccc2)c(C)c1
→ i	i	-0.62
> O=C(Nc1cc2c(cc1Cl)OCCCO2)c1ccco1
→ i	i	1.3
> O=C(O)c1ccc(/C=N/N2CCN(Cc3ccccc3)CC2)cc1
→ i	i	0.8

Following part.
Order of results – CHT block	KCNQ2 inh	Kir21 inh
> Cc1onc(-c2ccccc2Cl)c1C(=O)NCc1ccccc1F
→ i	i	-2.2
> O=C(O)c1cccc(C(=O)O)c1
→ i	i	-0.02
> O=C(O)c1ccccc1-n1cnnn1
→ i	i	-0.25
> Cc1nc2sc(C(c3cccc(F)c3)N3CCCCC3)c(O)n2n1 (stereo unspecified)
→ i	i	0.42
> Cc1onc(-c2ccccc2Cl)c1C(=O)N1CCCCC1C (stereo unspecified)
→ i	i	-1.2
> Cc1ccc(OCc2nc(-c3cccnc3)no2)cc1C
→ i	i	1.5
> CC(=O)CCc1ccc(OCC(O)CNC2CCCc3ccccc32)cc1 (stereo unspecified)
→ i	i	-3.4
> COc1ccc(OC)c(/C=N/NC(=O)c2cccc3ccccc23)c1
→ i	i	1.5
> O=C(COc1ccccc1)N/N=C/c1ccc([N+](=O)[O-])o1
→ i	i	-1.6
> O=C(NCc1ccccn1)c1ccc(Cl)c(S(=O)(=O)Nc2ccccc2C(=O)NCc2ccccn2)c1
→ i	i	2
> COc1cc(/C=C2\C(=O)ON=C2c2ccc(Cl)cc2)ccc1O
→ i	i	-4.8*
> Cc1cc(C)n2nc(C(=O)OCC(=O)N3CC(C)CC(C)C3)nc2n1 (stereo unspecified)
→ i	i	1.4
> S=C(NCc1ccccc1)Nc1nccs1
→ i	i	0.41
> Cc1c(Br)c([N+](=O)[O-])nn1CCCC(=O)Nc1c(C)n(C)n(-c2ccccc2)c1=O
→ i	i	-1.6
> O=S(=O)(/N=C(/Nc1ccc(Cl)cc1Cl)c1ccccc1)c1cccs1
→ i	i	0.65
> CCc1ccc(CNC(=O)CCCn2nc(C)n3ccnc3c2=O)cc1
→ i	i	-1.6
> Cc1ccc(NC(=O)C2CCN(c3cnccn3)CC2)cc1C
→ i	i	-0.01
> COc1ccc(CNC(=O)COC(=O)C2CC3C=CC2C3)cc1 (stereo unspecified)
→ i	i	0.77
> COc1ccc(N2CC(NC(=O)NCC(C)C)CC2=O)cc1 (stereo unspecified)
→ i	i	-1.1
> O=C(NCCC1=CCCCC1)C1CCN(S(=O)(=O)c2cccc3nonc23)CC1
→ i	i	0.73
> CC(=O)c1cccc(NC(=O)c2c(F)c(F)c(F)c(F)c2F)c1
→ i	i	-0.91
> C/C=C\C=C/C(=O)Nc1cccc(C2=NOC3(C2)C[C@H](C(N)=O)N(C(=O)Cc2ccc([N+](=O)[O-])cc2)C3)c1 (stereo partly specified)
→ i	i	-1.3
> CCC(c1nnc(SCC(=O)Nc2nnc(-c3ccccc3)o2)n1Cc1ccccc1)N(C)C (stereo unspecified)
→ i	i	-1.9
